High-throughput results as filed in PubChem BioAssay.
CHO-K1 Ca PAM: counter-screen for M1 PAMs: effect in parental CHO-K1 cells. actives 0.02% (n = 360,000). activation, % at 3 µM. ATP EC20, Fluo-8 calcium fluorescence; 0% at ATP EC20, 100% at ATP max. AID 602247;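 active = activation above the run cutoff, the mean activation of all test compounds plus 3 SD, cut at about 40% in these data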;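 note: peak over basal fluorescence ratio in a 140 s read after ATP addition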
OXTR potentiator: potentiates the human oxytocin receptor response. P30559. CHO-OTR cells, Fluo-8 calcium fluorescence, potentiator mode; 0% = oxytocin EC15, 100% = EC100. activation, % at 3 µM. actives 0.061% (n = 320,000). AID 2445;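 active = activation above that plate's cutoff, the mean activation of tested compounds plus 3 SD, cut at about 6.6% in these data, passing the limit was not always enough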;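 note: 100% uses oxytocin at 75 nM as the full agonist control; some results filed as inactive read as strong as hits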
Target sequence (P30559 whole entry, looked up): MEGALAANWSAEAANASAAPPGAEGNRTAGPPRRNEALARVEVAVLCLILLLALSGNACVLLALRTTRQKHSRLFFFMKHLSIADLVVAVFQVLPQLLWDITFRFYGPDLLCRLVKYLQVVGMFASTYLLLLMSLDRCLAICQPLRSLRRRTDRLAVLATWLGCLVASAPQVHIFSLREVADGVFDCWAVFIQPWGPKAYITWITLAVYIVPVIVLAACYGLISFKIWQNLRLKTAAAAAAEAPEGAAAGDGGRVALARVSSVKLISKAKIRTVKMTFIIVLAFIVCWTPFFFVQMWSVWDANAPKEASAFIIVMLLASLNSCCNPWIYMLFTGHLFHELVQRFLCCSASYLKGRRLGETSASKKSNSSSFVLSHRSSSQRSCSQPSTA
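Material: CHO-OTR cells, human receptor; compound dosing: single dose, 3.0 µM nominal final compound concentration; schedule: 6 min compound pre-incubation at room temperature, 100 s kinetic read; measured by: kinetic Fluo-8 calcium fluorescence; read-out basis: % activation vs EC15 and EC100 oxytocin; controls: EC15 oxytocin alone as 0%, 75 nM oxytocin as 100%; replicates: singlicate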
CHO-K1 Ca antag: counter-screen for M1 antagonists: effect in parental CHO-K1 cells; ATP-induced calcium, Fluo-8 fluorescence; inhibition, % at 3 µM; actives 0.6% (n = 360,000);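 active = inhibition above a per-plate cutoff, the plate's mean sample inhibition plus 3 SD, cut at about 24% in these data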;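 note: 0% = DMSO plus EC80 ATP and 100% = DMSO alone without ATP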
TAAR1 antag: antagonists of human TAAR1 | Q96RJ0 | CHO RD-HGA16 TAAR1, Fluo-8 calcium fluorescence, antagonist | inhibition, % at 3 µM | actives 1.5% (n = 360,000) | AID 624466;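 active = inhibition above a per-plate cutoff, the mean inhibition of test compounds on that plate plus 3 SD, cut at about 49% in these data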;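 note: 0% = DMSO plus EC80 beta-PEA response and 100% = DMSO alone without agonist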
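Material: CHO RD-HGA16 cells bearing hTAAR1; compound dosing: one-point dosing, 3 µM nominal final; schedule: dye loading 75 min at 37 °C, then 30 min room temperature; measured by: calcium fluorescence with Fluo-8; control set: vehicle and agonist controls; replication: n of 1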
TAAR1 agonist: agonists of human TAAR1; Q96RJ0; CHO RD-HGA16 TAAR1, Fluo-8 calcium fluorescence; vehicle wells 0%, saturating PEA agonist 100%; activation, % at 3 µM; actives 0.99% (n = 360,000); AID 624467;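 active = activation above the mean activation of all test compounds in the run plus 3 SD, cut at about 38% in these data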
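Test system: RD-HGA16 (CHO) cells co-expressing Gα16 and hTAAR1; dosing: one-point dosing at 3 µM (nominal); timing: 17-24 h seeding, 75 min 37 °C dye, 30 min RT; signal: kinetic Fluo-8 calcium fluorescence; read-out basis: % activation relative to PEA EC100 response; controls: DMSO and PEA EC100; replicates: n 1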
CHO parental Ca: counter-screen for OX1R antagonists: effect in parental CHO cells | parental CHO-K1, ATP-induced calcium, Fluo-8 fluorescence | inhibition, % at 5.6 µM | actives 0.63% (n = 330,000) | AID 463079;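 active = inhibition above that plate's mean sample inhibition plus 3 SD, cut at about 26% in these data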;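 note: 0% = ATP-challenged DMSO wells and 100% = DMSO wells without ATP; some compounds past the cut are filed as inactive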
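Test system: untransfected parental CHO cell line; also added: ATP stimulus; dosing: 5.6 µM, single dose; signal: calcium-sensitive Fluo-8 fluorescence; measure: percent inhibition of ATP-evoked calcium rise, normalized to controls; benchmarks: low control ATP plus DMSO, high control DMSO only; replication: one well per compound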
CHRM1 antagonist: blocks human M1 muscarinic receptor; P11229; CHO-K1 hM1, Fluo-8 calcium fluorescence, ACh EC80 antagonist; inhibition, % at 3 µM; actives 1.3% (n = 360,000);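 active = percent inhibition above its own plate's cutoff, namely the mean of that plate's compound wells plus 3 SD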;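 note: peak over basal fluorescence ratio during 140 s after agonist addition; 0% = ACh EC80 plus DMSO and 100% = DMSO alone without agonist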
Target sequence (P11229 whole entry, looked up): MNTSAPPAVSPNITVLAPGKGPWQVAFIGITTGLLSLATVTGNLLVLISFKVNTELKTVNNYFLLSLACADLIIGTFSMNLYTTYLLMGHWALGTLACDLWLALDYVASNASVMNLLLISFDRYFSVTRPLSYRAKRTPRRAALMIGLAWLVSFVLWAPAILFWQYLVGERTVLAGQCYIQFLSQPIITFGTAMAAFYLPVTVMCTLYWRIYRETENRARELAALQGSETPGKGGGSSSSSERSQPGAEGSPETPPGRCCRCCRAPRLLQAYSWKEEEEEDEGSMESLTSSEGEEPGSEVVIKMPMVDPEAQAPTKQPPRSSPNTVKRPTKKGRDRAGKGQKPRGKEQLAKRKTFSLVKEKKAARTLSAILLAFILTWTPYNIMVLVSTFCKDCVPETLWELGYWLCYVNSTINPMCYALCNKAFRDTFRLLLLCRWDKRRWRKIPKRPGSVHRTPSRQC
CHO-K1 Ca ag: counter-screen for M1 agonists: effect in parental CHO-K1 cells; activation, % at 3 µM; Fluo-8 calcium fluorescence; scaled to maximal ATP response, vehicle zero; actives 0.48% (n = 360,000); AID 602248; in the data active = activation above about 15%;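 note: untransfected CHO-K1 host cells lacking M1 receptor as counterscreen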
M1 ag: activates human CHRM1 receptor; CHO-K1 hM1, Fluo-8 calcium fluorescence, agonist mode; 0% DMSO, 100% acetylcholine EC100; activation, % at 3 µM; P11229; AID 588814; actives 0.33% (n = 360,000);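 active = activation above the run's mean compound activation plus 3 SD, cut at about 16% in these data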;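 note: peak over basal fluorescence ratio within a 140 s kinetic read after compound addition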
An asterisk follows results filed as active; . = no result given.

SMILES	CHO-K1 Ca PAM	OXTR potentiator	CHO-K1 Ca antag	TAAR1 antag	TAAR1 agonist	CHO parental Ca	CHRM1 antagonist	CHO-K1 Ca ag	M1 ag
Cc1ccc(-c2nnc(OCc3cccnc3)c3ccccc23)cc1	15.2	-1.6	-15.4	-22.3	4.9	-11.0	-10.5	0.9	-7.2
CCN(CC(=O)NCc1ccc(Cl)cc1)C(=O)/C=C/c1ccc(Cl)c([N+](=O)[O-])c1	18.3	-12.1	-19.9	-10.5	-2.7	-26.9	-24.1	1.7	-3.9
COCCN1C(=O)c2ccccc2C(C(=O)NCC2CCCO2)C1c1c[nH]c2ccccc12 (configuration not stated)	7.2	-2.7	0.6	4.8	11.1	-18.7	-27.4	1.1	-4.3
C=CCNC(=O)c1ccc2c3n(nc2c1)-c1ccc(C)cc1CO3	-3.5	-15.6	3.0	10.7	3.8	-10.8	12.6	-0.2	-6.5
COc1ccc(CNC(=O)[C@@H]2CC=C[C@@H]3CCN(C4CCCCC4)C(=O)[C@@H]32)cc1	3.0	-3.7	-6.6	-2.2	4.7	-22.1	-3.4	-0.9	-9.3
O=C(CSc1nc2ccccc2[nH]1)N/N=C/c1ccco1	-15.5	-6.2	-11.5	-19.6	5.3	-2.4	-1.7	0.1	-0.1
COc1cc(NC(=O)c2cc(OC)c(OC)c(OC)c2)ccc1NC(=O)c1cccs1	5.9	-5.8	-10.3	29.5	6.7	-13.4	-15.3	2.1	-2.2
COc1cccc(OC)c1C(=O)Nc1ccc(NC(=O)c2ccco2)cc1	17.2	0.6	-6.0	-9.7	6.2	-8.0	-15.4	0.9	-1.5
CC(C)N(C)NC(=S)Nc1ccccc1	7.6	-4.3	-5.4	8.4	0.9	-5.6	-12.5	0.0	-4.3
CCc1nc2ccccc2c(C(=O)OC2CCCCC2=O)c1C (configuration not stated)	26.4	-7.8	-10.0	-7.0	0.6	-8.0	-4.1	1.1	-14.2
Cc1ccc(N=Cc2c(C)[nH]n(-c3ccccc3)c2=O)nc1	18.8	-6.6	-18.6	1.8	-2.3	-3.7	-19.1	1.0	-1.9
CN(C(=O)c1ccc(NC(=O)Cc2cccc(NC(=O)C3CCCN(C(=O)CCc4ccccc4)C3)c2)cc1)C1CCCC1 (configuration not stated)	14.0	-6.3	-12.2	13.5	10.1	-20.3	-10.5	-0.6	1.0
CCCN1C(=O)/C(=C/c2ccc(C)s2)NC1=S	-8.5	-20.8	17.6	2.4	17.8	-17.3	5.4	0.0	-1.4
CC(=O)NC1CC(C)(C)N(OC(C)=O)C(C)(C)C1	21.1	.	-13.2	-3.1	16.5	.	-7.2	0.4	-2.0
COc1ccc(-c2cc(-c3ccccc3)no2)cc1	14.5	-8.0	-11.1	14.6	17.2	-14.1	-8.0	0.6	-4.7
CCCC#Cc1cnc2c(c1)C(=O)N([C@H](C)CO)C[C@@H](C)[C@@H](CN(C)C(=O)Nc1cccc(F)c1)O2	18.4	.	-12.3	-6.4	-0.6	.	-12.0	-0.1	-6.2
O=C(C1CCC(=O)N1Cc1ccccc1Cl)N1CCN(c2cccc(Cl)c2)CC1 (configuration not stated)	21.1	-17.1	-6.7	-3.8	9.6	-12.3	6.3	1.7	-0.5
O=C1C2C3C=CC([C@@H]2C(=O)N1c1nccs1)C31CC1 (some centres not stated)	22.9	-13.7	-5.5	-10.7	21.5	-5.7	-2.4	1.0	-5.0
CCOC(=O)N1CCC(NC(=O)c2ccc3c(Cl)c4c(nc3c2)CCCC4)CC1	-0.5	-3.6	4.4	-11.7	-1.3	-29.1	-14.6	0.1	-9.8
C#CCOCCOCCOCCNc1nc(N2CCOCC2)nc(N2CCN(C(=O)CCCCCCCCCCNC(=O)Cn3cc(CCCCCN)nn3)CC2)n1	8.8	2.4	-3.7	19.7	11.0	-4.1	-8.8	0.7	-11.5
CC(C)CCN(C)C1CCN(C(=O)Nc2c(F)cccc2F)CC1	3.7	-1.9	1.5	1.6	0.6	-8.5	4.4	-0.2	-10.3
CCOC(=O)/C(C#N)=C1/SC(C)C(=O)N1c1ccc(Br)cc1 (configuration not stated)	17.5	-7.6	11.6	21.1	6.3	-16.8	-6.4	-0.5	-2.0
Cc1ccc(S(=O)(=O)N2CCN(C(=O)CN3C(=O)NC4(CCCCC4)C3=O)CC2)c(C)c1	0.0	-9.8	11.6	-23.0	0.9	-10.7	-2.4	0.0	-1.4
CC(C)C(NS(=O)(=O)c1ccc2c(c1)OCCCO2)C(=O)O (configuration not stated)	7.6	-6.2	-5.6	11.0	0.5	-1.9	-0.2	0.1	1.8
Cc1cc(C(=O)NCc2cc(C(=O)O)oc2C)c(C)o1	-4.3	-1.8	8.8	2.7	9.2	2.5	-2.0	0.0	-1.9
SMILES	CHO-K1 Ca PAM	OXTR potentiator	CHO-K1 Ca antag	TAAR1 antag	TAAR1 agonist	CHO parental Ca	CHRM1 antagonist	CHO-K1 Ca ag	M1 ag
O=C(OCc1cccc(F)c1)c1ccc2c(=O)n3c(nc2c1)CCC3	9.2	-6.0	-5.1	9.8	4.4	-2.1	-9.2	11.6	2.2
O=C(OCCN1CCCCC1)C1(c2ccccc2)CCCC1	4.8	-7.9	-2.2	12.5	5.7	-16.1	99.9*	1.7	-14.8
COc1ccc(-c2cc(=O)oc3cc(OC(C)C(=O)NC(Cc4c[nH]c5ccc(O)cc45)C(=O)O)ccc23)cc1 (configuration not stated)	-10.2	-1.7	1.5	2.4	-0.3	1.5	7.6	0.6	-4.1
COc1ccc2[nH]c(=O)c(CN(Cc3cccs3)S(=O)(=O)c3c(C)ccc4nsnc34)cc2c1	-6.6	0.5	10.5	54.6*	29.9	-16.0	44.5*	5.2	1.0
COc1ccc(CNC(=O)C[C@H]2C[C@H](C(=O)N3CCOCC3)[C@@]3(CCC4CCCC4)c4[nH]c5cc(-c6ccco6)ccc5c4CCN3C2=O)cc1OC	5.5	.	-7.0	2.3	-0.9	-2.9	-8.4	-0.1	-4.1
CSCCC(NC(=O)c1ccco1)C(=O)OCc1cc([N+](=O)[O-])cc2c1OCOC2 (configuration not stated)	-17.5	-5.8	-0.9	9.0	8.0	-10.7	25.6	1.3	-4.7
Cc1cc(-n2cnnn2)cc(C)c1S(=O)(=O)NCCOc1ccccc1	-7.3	-6.8	-6.9	1.3	7.1	-13.2	6.0	3.7	0.2
CC(=O)Nc1ccccc1NC(=O)c1ccc(C)c(C)c1	9.3	-1.7	-14.9	-3.0	3.3	-10.2	-7.9	2.1	-3.7
O=C(NN=Cc1ccccc1O)NN=Cc1ccccc1O	-7.6	.	5.2	53.9*	43.2*	.	7.9	2.4	2.3
CSc1nc(Cc2ccccc2)cc(=O)[nH]1	7.1	6.0	2.7	5.8	0.8	0.2	-1.8	0.6	-5.3
CC(=O)Oc1ccc(/C=C(\NC(=O)c2ccco2)C(=O)NCc2ccco2)cc1	8.2	0.3	-13.2	6.7	0.1	8.6	-4.2	1.1	2.2
O=C(/C=C/c1ccco1)Oc1ccc(C(=S)N2CCOCC2)cc1	5.3	-7.8	-0.8	3.3	15.3	-2.6	0.5	0.5	-7.8
N#Cc1ccc(NCC(=O)N2CCN(S(=O)(=O)c3ccccc3)CC2)cc1	13.5	-7.7	-22.3	19.4	-0.1	-10.9	1.2	3.0	-6.2
CN(C)C(CNC(=O)c1cc(Br)c(Br)s1)c1ccco1 (configuration not stated)	-7.3	.	8.1	-11.2	8.3	.	1.0	0.8	-8.3
CC(=O)Nn1c(C)nnc1-n1nc(C)cc1C	19.8	-13.7	-14.1	6.6	-1.4	-2.4	-16.8	0.3	-2.3
C[C@@H]1NS(=O)(=O)[C@H]2C[C@@H]3C=C[C@]2(O3)[C@H]1OC(=O)c1ccccc1Br	16.3	-0.2	-16.6	-12.4	7.4	-0.4	6.7	1.8	-4.5
COc1ccc(-c2cc(NC=O)c3ncc(-c4cccc(C(=O)NCCN(C)C)c4)n3c2)cc1	19.6	.	-2.6	-6.6	2.9	.	-2.7	0.1	-8.9
COc1ccc([C@H]2CC(=O)C=C(c3ccnc4ccc(Cl)cc34)C2)cc1	9.1	-7.9	2.8	23.3	4.2	-8.8	24.4	9.2	2.4
O=Cc1cccc(OC(=O)Nc2ccccc2)c1	8.2	1.0	-8.6	-23.5	8.6	-5.8	-7.3	0.6	-0.1
O=C(COC(=O)[C@@H]1CCCN1C(=O)c1cccs1)NCCc1ccccc1	7.2	-11.6	-0.8	10.1	2.2	-12.8	-8.8	0.2	-4.4
COc1ccc(CNC(=O)CN2C(=O)NC(C)(c3ccc(Cl)cc3)C2=O)cc1 (configuration not stated)	1.4	-13.2	-11.6	-5.3	2.9	-21.0	-5.6	2.7	-0.4
O=C(NCc1ccc2c(c1)OCO2)Nc1ccc(F)cc1	-11.1	-4.3	9.1	-15.6	0.5	-7.4	-5.8	0.1	-2.4
O=C(CSc1nc2ccccc2n1-c1ccccc1)Nc1ncc(Cl)cc1Cl	19.6	-7.0	-8.6	-9.0	12.6	-27.7	3.0	0.7	-2.3
COC(=O)CC(c1ccc(F)cc1)n1c(C)ccc1C (configuration not stated)	-9.3	-9.3	-12.7	3.2	-1.1	-7.9	-8.1	0.8	-4.1
O=S(=O)(Cc1ccccc1)Nc1ccc(S(=O)(=O)N2CCCC2)cc1	11.1	0.8	-5.4	-0.9	1.7	1.5	-1.6	13.6	-1.1
FC(F)(F)c1nnc2ccc(Sc3ccccn3)nn12	7.4	-7.2	1.9	-10.1	6.8	2.9	-0.2	0.8	-2.2
COC(=O)CCCC1=CC2=C(c3ccccc3)C(=O)C(C)(OC(=O)C3CCCC3)C(=O)C2=CN1CCN1CCOCC1 (configuration not stated)	0.4	4.5	1.7	-5.1	2.0	-4.8	1.2	0.8	-4.5
CSc1ncccc1C(=O)OCC(=O)N(CC(C)C)c1c(N)n(Cc2ccccc2)c(=O)[nH]c1=O	12.4	-1.5	-11.9	-35.8	0.4	2.6	-8.7	0.8	-1.4
CC(=O)c1ccc(NC(=O)c2ccn[nH]2)cc1	26.4	-0.6	-13.9	-0.6	1.9	7.0	-3.8	0.3	-2.7
CCCCn1nnnc1SCC(=O)NCc1ccco1	14.0	-7.0	-0.3	14.5	8.4	1.0	-11.9	0.3	-3.7
